HCV core dimer: blocks dimerization of HCV core protein; 300,000 compounds, 0.33% hits; TR-FRET GST/Flag-core106 dimerization, 1536-well; inhibition, % at 5 µM;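 active means inhibition above the mean of all tested compounds plus 3 SD, set per screening campaign, cut at about 45% in these data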
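assay system = GST-tagged and Flag-tagged HCV core protein residues 1-106 | controls = unlabelled core106 and no-GST-core106 wells | incubation = compound-protein-antibody incubation 4 h at 22.5 °C | probe or stimulus = Eu donor and XL665 acceptor anti-tag antibodies | read-out = % inhibition based on acceptor/donor emission ratio | signal = TR-FRET 671 and 617 nm emission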
JMJD2C inh: human JMJD2C demethylase inhibition; Q9H3R0; GST-JMJD2C(1-420) H3K9me3 demethylation, DELFIA europium; inhibition, % at 2.35 µM; 330,000 compounds, 0.069% hits; AID 2099;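 active means more than half of a compound's replicate wells show inhibition beyond 50%, single wells judged on their own value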;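 further: signal counts dimethyl H3K9 product captured on neutravidin plate; 0% = median of DMSO wells and 100% = 0.3 times that DMSO median; strong numbers were not always called active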
Target sequence (Q9H3R0 1-420 limits assumed): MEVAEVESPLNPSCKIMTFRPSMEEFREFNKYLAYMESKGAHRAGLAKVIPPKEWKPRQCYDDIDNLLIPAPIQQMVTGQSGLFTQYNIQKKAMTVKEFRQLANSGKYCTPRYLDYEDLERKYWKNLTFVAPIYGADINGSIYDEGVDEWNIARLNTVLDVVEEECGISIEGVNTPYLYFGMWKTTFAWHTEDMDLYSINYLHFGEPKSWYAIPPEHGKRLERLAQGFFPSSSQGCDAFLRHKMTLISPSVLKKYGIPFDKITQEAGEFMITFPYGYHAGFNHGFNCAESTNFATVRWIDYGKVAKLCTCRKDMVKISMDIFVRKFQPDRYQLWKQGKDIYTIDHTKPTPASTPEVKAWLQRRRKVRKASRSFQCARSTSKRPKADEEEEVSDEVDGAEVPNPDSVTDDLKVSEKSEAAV
PP1 counter: counter-screen for PP5 inhibitors: inhibitors of human PP1-alpha | 320,000 compounds, 0.9% hits | inhibition, % at 6.7 µM | purified PP1alpha, OMFP fluorescence | P62136 | AID 2235;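 active means inhibition above the mean inhibition of all tested compounds plus 3 SD, computed separately for each screening campaign, cut at about 15% in these data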
Target sequence (P62136 whole entry, looked up): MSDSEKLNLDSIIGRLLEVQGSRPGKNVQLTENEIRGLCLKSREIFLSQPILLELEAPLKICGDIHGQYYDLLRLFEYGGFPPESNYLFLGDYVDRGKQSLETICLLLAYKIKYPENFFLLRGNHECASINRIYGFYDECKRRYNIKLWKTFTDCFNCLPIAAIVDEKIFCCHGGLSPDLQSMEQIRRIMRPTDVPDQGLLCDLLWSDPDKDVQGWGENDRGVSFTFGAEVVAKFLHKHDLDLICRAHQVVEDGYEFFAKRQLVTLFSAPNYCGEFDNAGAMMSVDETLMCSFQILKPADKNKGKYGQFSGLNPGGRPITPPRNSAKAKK
GRK2 inh: blocks RNA aptamer binding to human GRK2; P25098; bead flow cytometry, FAM-aptamer displacement from GRK2; inhibition of aptamer binding, % at 10 µM; 330,000 compounds, 0.59% hits; AID 488847;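 active means inhibition of aptamer binding above 40%, roughly 3 SD of noise, on plates passing a quality check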;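 further: median bead fluorescence of bound FAM aptamer so fluorescent compounds give negative values; no value below 0 was filed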
procasp7 counter: activates human procaspase-7, counter-screen for procaspase-3 activators | P55210 | recombinant procaspase-7, Ac-DEVD-pNA absorbance 405 nm; D23A/D198A/D206A triple mutant, cannot self-cleave; scale: DMSO 0, 5 µM enzyme 100 | activation, % at 8.5 µM | 330,000 compounds, 0.093% hits;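 active means percent activation above the screen-wide mean plus 3 SD, cut at about 25% in these data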
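Assay system: Uncleavable procaspase-7 mutant enzyme | Input: 2 µM procaspase-7 mutant as dispensed | Timing: 1 h compound preincubation, 2 h substrate cleavage, 25 °C | Repeats: One well per compound | Control set: DMSO wells as 0%, DMSO with 5 µM added PC-7 as 100% | Technique: Epi-absorbance of released pNA at 405 nm, two timepoints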
PP5 primary: inhibitors of human protein phosphatase 5 (PP5). purified PP5c, OMFP substrate fluorescence. 320,000 compounds, 0.18% hits. inhibition, % at 6.7 µM. AID 1987. P53041;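 active means inhibition above the campaign's mean inhibition across all tested compounds plus 3 SD, cut at about 9.5% in these data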;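 further: 0% = DMSO only and 100% = 100 µM cantharidin control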
VLA-4 inh: inhibition in a human VLA-4 binding assay | 330,000 compounds, 0.2% hits | VLA-4 expressing cells, ligand binding flow cytometry | inhibition, % (about 7 µM as worked out from the volumes in the protocol) | P13612 | AID 2557; in the data active means inhibition above about 50%
proCasp3 act: procaspase-3 (human) activation. P42574. recombinant procaspase-3 D3A, Ac-DEVD-pNA absorbance 405 nm. activation, % at 8.5 µM. 330,000 compounds, 0.11% hits;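 active means activation above the mean of all tested compounds plus 3 SD, cut at about 21% in these data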;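 further: 0% = DMSO alone and 100% = DMSO wells spiked with extra 5 µM PC-3 D3A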
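assay system = Procaspase-3 D3A mutant | signal = absorbance at 405 nm, 0 and 120 min | times = 1 h preincubation plus 2 h reaction at 25 °C | repeats = single replicate | read-out = % activation between DMSO and enzyme-spiked controls | medium = Zinc-free HEPES saline buffer with Triton X-100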
Fh CTSL1 inh: blocks F. hepatica cathepsin L1 in PFM18AAP counter-screen; 300,000 compounds, 0.49% hits; inhibition, % at 5.96 µM; recombinant F. hepatica cathepsin L1, Z-Leu-Arg-MCA fluorescence;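 active means inhibition above the mean of all tested compounds plus 3 SD, set per screening campaign, cut at about 17% in these data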;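 further: 0% = plate median of test compound wells and 100% = 1 µM Z-Phe-Ala-diazomethylketone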
* = called active by the depositor; / = not tested or not shown; & = joins results of further samples.

Below each SMILES: HCV core dimer	JMJD2C inh	PP1 counter	GRK2 inh	procasp7 counter	PP5 primary	VLA-4 inh	proCasp3 act	Fh CTSL1 inh
1	COc1ccc(NS(=O)(=O)/C=C/c2ccccc2)cc1
  0	3	-1	0	4	4.6	-14	4	-1
2	O=C(CN1C(=O)S/C(=C\C=C\c2ccccc2)C1=O)NC1CCS(=O)(=O)C1 (stereo not drawn)
  -3	-2	-2	0	3	4.7	10	-1	0
3	CC(C)NC(=O)Nc1ccc(Br)cc1Cl
  -9	-11	0	0	-5	1.1	-3	-7	4
4	CCn1ccc(C(=O)Nc2c(C)nn(Cc3c(F)c(F)c(F)c(F)c3F)c2C)n1
  -3	-12	-2	0	-2	1.4	8	1	-3
5	CCc1ccc(-n2cc(-c3ccc([N+](=O)[O-])cc3)[nH]c2=S)cc1
  22	-13	10	0	10	-0.4	3	1	-1
6	O=C(c1cccnc1)C1CCCN(Cc2nc(Cc3ccccc3)no2)C1 (stereo not drawn)
  4	8	-4	0	3	-1.2	8	-2	-3
7	O=C(CSc1ccccc1)Nc1cccc(S(=O)(=O)N2CCCC2)c1
  -4	-2	5	2	0	-4.8	-12	3	3
8	C#CC(C)(CC)NC(=O)c1cc2cccc(CC=C)c2oc1=O (stereo not drawn)
  9	1	3	0	-2	-2.7	-2	5	-2
9	CCN=C1SC(CC(=O)Nc2ccccc2OCC)C(=O)N1CC (stereo not drawn)
  -5	4	-6	0	-7	3.5	8	0	-2
10	Cc1ccc(-c2csc(NC(=O)c3cccc(N4C(=O)CCC4=O)c3)n2)o1
  -20	4	2	1	-4	1.8	29	-5	0

An excerpt of these results, with bars between the fields:
No. | mol | HCV core dimer | JMJD2C inh | PP1 counter | GRK2 inh | procasp7 counter | PP5 primary | VLA-4 inh | proCasp3 act | Fh CTSL1 inh
5 | CCc1ccc(-n2cc(-c3ccc([N+](=O)[O-])cc3)[nH]c2=S)cc1 | 22 | -13 | 10 | 0 | 10 | -0.4 | 3 | 1 | -1
6 | O=C(c1cccnc1)C1CCCN(Cc2nc(Cc3ccccc3)no2)C1 (stereo not drawn) | 4 | 8 | -4 | 0 | 3 | -1.2 | 8 | -2 | -3
7 | O=C(CSc1ccccc1)Nc1cccc(S(=O)(=O)N2CCCC2)c1 | -4 | -2 | 5 | 2 | 0 | -4.8 | -12 | 3 | 3
8 | C#CC(C)(CC)NC(=O)c1cc2cccc(CC=C)c2oc1=O (stereo not drawn) | 9 | 1 | 3 | 0 | -2 | -2.7 | -2 | 5 | -2

More structures.
Below each SMILES: HCV core dimer	JMJD2C inh	PP1 counter	GRK2 inh	procasp7 counter	PP5 primary	VLA-4 inh	proCasp3 act	Fh CTSL1 inh
11	CC(C)Cn1c(=S)[nH]c2cc(C(=O)O)ccc2c1=O
  -5	-6	0	0	-6	2.2	1	-2	0
12	O=C(O)c1cccc(C(=O)Nc2cccc(NC(=O)C3CCCO3)c2)c1 (stereo not drawn)
  -7	-2	-3	5	-2	1.4	3	-8	-3
13	Cc1nnc(NCc2ccccc2)c2ccccc12
  -5	-5	-3	0	5	0.1	-5	0	5
14	O=C(CSCc1ccccc1Cl)N/N=C/c1ccco1
  0	-1	-4	0	9	-2.1	27	3	-1
15	C#Cc1ccc([C@@H]2C=C(C(=O)N3CCOCC3)O[C@H](OCc3ccc(CO)cc3)C2)cc1
  12	9	0	/	-2	-1.3	/	-2	1
16	CCc1ccc(NC(=O)CN2CCCN(S(=O)(=O)c3ccc(F)cc3)CC2)cc1
  3	2	0	0	4	4.2	6	4	1
17	CC(Nc1nc(-c2cccnc2)nc2ccccc12)c1ccc(F)cc1 (stereo not drawn)
  10	-11	3	0	2	3.6	-3	-9	7
18	COC(=O)c1cccc(NC(=O)c2cccnc2)c1
  5	6	-1	0	1	1.3	-8	-2	-1
19	O=C(NCc1ccccn1)c1nn(-c2ccccc2)c(=O)c2ccccc12
  -2	-5	2	4	8	1.9	-5	4	-2
20	N#CC(C#N)=C1C=CC=CN1/C(=C\c1ccco1)C(=O)c1ccccc1
  -4	6	4	4	2	-0.2	23	-10	0
21	CC1CC(C)CN(C(=O)C2CCCN(S(=O)(=O)c3cccc4nonc34)C2)C1 (stereo not drawn)
  15	-1	1	6	12	-0.7	-3	2	0
22	Cc1ccc(C)c(NC(=O)CSc2nc3nc(-c4cccs4)cc(C(F)(F)F)c3c(=O)[nH]2)c1
  33	0	23*	0	3	3.0	15	-6	5
23	O=C(NCCNC(=O)c1cnccn1)c1cccc(Cl)c1
  -2	-10	1	0	-12	0.3	-6	-5	-3
24	Cc1c(C(=O)Nc2ccc(S(=O)(=O)NCC3CCCO3)cc2)cccc1[N+](=O)[O-] (stereo not drawn)
  -2	-139	-4	0	-5	0.8	-5	-4	1
25	Cc1cc(NS(=O)(=O)c2ccc(NC(=O)CSc3nc4sc(C(=O)O)c(C)c4c(=O)[nH]3)cc2)no1
  2	-5	-1	0	-4	3.0	-19	-13	0
26	CC(=O)c1cccc(CN2CCC(C(=O)Nc3cccc(-c4ccn[nH]4)c3)CC2)c1
  0	14	-8	0	-5	3.3	7	-4	2
27	O=C(C1COc2ccccc2O1)N1CCN(S(=O)(=O)c2cc(F)ccc2F)CC1 (stereo not drawn)
  /	-2	0	0	1	2.2	-14	12	/
28	CCOc1cc(S(=O)(=O)NCCc2ccc(OC)c(OC)c2)c(OCC)cc1-n1cnnn1
  0	7	3	1	-1	5.5	23	10	-3
29	CC(Sc1nc2cc([N+](=O)[O-])ccc2n1-c1ccc(F)cc1)C(=O)NCc1ccc2c(c1)OCO2 (stereo not drawn)
  28	-24	8	3	-17	5.2	10	-7	3
30	CN(C(=O)COC(=O)c1ccc2c(c1)OCO2)C1CCS(=O)(=O)C1 (stereo not drawn)
  -2	-4	-8	0	-4	1.6	93*	-7	-6
31	COc1ccc(N/N=C(C)/C(=N/O)C(=O)Nc2ccccc2)cc1
  -3	1	-3	2	0	-1.7	5	-3	-2
32	CC(C)N1CCN(Cc2cccn2-c2nccs2)CC1CCO (stereo not drawn)
  1	-18	-5	0	9	1.0	-3	-5	-4
33	CCc1noc(C)c1C(=O)Nc1cc(S(=O)(=O)N2CCOCC2)ccc1OC(C)C
  5	-4	-3	0	-7	1.7	5	8	6
34	CCCOc1cccc(OCCSc2nc(C)cc(=O)[nH]2)c1
  -13	10	-2	4	-2	3.7	-13	6	-1
35	C#CCNC(=O)C1=C[C@H](c2ccc3c(c2)OCO3)[C@@H](CCCO)[C@H](OCC)O1
  5	-6	-4	4	-1	3.3	-4	9	-1
36	CCN(CC(=O)Nc1ccc2c(c1)OCCO2)C(=O)C(C)Oc1ccc(Cl)cc1 (stereo not drawn)
  -8	1	-2	0	-2	-0.7	-7	5	6
37	CCN(CCNC(=O)C1CCC(=O)N1Cc1ccc(C)cc1)c1ccccc1 (stereo not drawn)
  1	5	-3	2	7	-0.5	0	2	2
38	CC(=O)c1c(C)[nH]c(C(=O)COC(=O)c2cc(S(=O)(=O)N(C)c3ccccc3)ccc2Cl)c1C
  18	-7	0	4	2	0.9	-2	2	-1
39	O=C(O)/C=C/C(=O)Nc1ccc(OC(F)(F)Cl)cc1
  0	1	-1	1	-2	0.5	-1	-1	0
40	CC1=CN2C(=N)/C(=C/c3ccc(Sc4ccc(C)cc4)o3)C(=O)N=C2S1
  5	9	5	1	9	1.3	5	10	6
41	O=C(O)c1cccc2cc(-c3ccccc3)oc(=O)c12
  4	17	-4	0	14	-3.2	-3	1	2
42	Cc1cccc(OCC(=O)Nc2nc(-c3ccncc3)cs2)c1
  /	18	7	6	-3	1.8	7	4	/
43	COC(=O)CNC(=O)Cn1cnc2sc(C)c(S(=O)(=O)N3CCC(C)CC3)c2c1=O
  7	5&-14	-4	6	11	1.9	1	1	-6
44	Cc1ccc(N(C(=O)CNC(=O)c2ccco2)C(C(=O)NCC2CCCO2)c2ccccc2)cc1C (stereo not drawn)
  -14	-12	-3	0	1	-1.6	9	11	0
45	O=C(O)C1=C[C@H](c2coc3ccccc3c2=O)C[C@H](OCCCCO)O1
  -16	-18	7	/	-10	2.9	/	-8	2
46	CCc1ccc(CNC(=O)CCCC(=O)n2nc(C)c3ccccc32)cc1
  2	2	-3	0	-2	-2.0	-3	2	4
47	Cc1ccc(N(C(=O)CCC(=O)Nc2cc(C)on2)C(C(=O)NC2CCCC2)c2ccccc2)cc1 (stereo not drawn)
  5	-7	-1	2	1	1.9	2	1	3
48	c1ccc(-c2nnc(-c3ccccn3)s2)nc1
  -10	1	1	3	-15	0.8	3	-6	0

Structures listed so far that have an aryl thioether with sulfur outside any ring:
Below each SMILES: HCV core dimer	JMJD2C inh	PP1 counter	GRK2 inh	procasp7 counter	PP5 primary	VLA-4 inh	proCasp3 act	Fh CTSL1 inh
7	O=C(CSc1ccccc1)Nc1cccc(S(=O)(=O)N2CCCC2)c1
  -4	-2	5	2	0	-4.8	-12	3	3
22	Cc1ccc(C)c(NC(=O)CSc2nc3nc(-c4cccs4)cc(C(F)(F)F)c3c(=O)[nH]2)c1
  33	0	23*	0	3	3.0	15	-6	5
25	Cc1cc(NS(=O)(=O)c2ccc(NC(=O)CSc3nc4sc(C(=O)O)c(C)c4c(=O)[nH]3)cc2)no1
  2	-5	-1	0	-4	3.0	-19	-13	0
29	CC(Sc1nc2cc([N+](=O)[O-])ccc2n1-c1ccc(F)cc1)C(=O)NCc1ccc2c(c1)OCO2 (stereo not drawn)
  28	-24	8	3	-17	5.2	10	-7	3
34	CCCOc1cccc(OCCSc2nc(C)cc(=O)[nH]2)c1
  -13	10	-2	4	-2	3.7	-13	6	-1
40	CC1=CN2C(=N)/C(=C/c3ccc(Sc4ccc(C)cc4)o3)C(=O)N=C2S1
  5	9	5	1	9	1.3	5	10	6

Screening results as filed in PubChem BioAssay.
